MEKK2 WT-MEK5 = raises or lowers MEK5 binding to wildtype human MEKK2 PB1 domain; bead flow cytometry, Alexa488-MEK5 binding to MEKK2 WT; actives lie on both sides; binding response (% of control), % at 10 µM; hit rate 1.1% among 290,000; in the data active = binding response below about 67% or above about 130%
MEKK3 PB1 HTS = MEKK3-MEK5 PB1 interaction, increase or decrease; Q99759; bead-based flow cytometry, Alexa488-MEK5 binding to MEKK3; actives lie on both sides; 0 = blocked by unlabeled MEK5, 100 = vehicle; binding response (% of control), % at 10 µM; hit rate 1.4% among 290,000; AID 1529;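 active = binding response more than 3 SD above or below the average of its plate-row segment, actives on both sides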;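 note: Alexa488 bead fluorescence after subtracting the streptavidin-only scavenger bead signal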
Target sequence (Q99759 whole entry, looked up): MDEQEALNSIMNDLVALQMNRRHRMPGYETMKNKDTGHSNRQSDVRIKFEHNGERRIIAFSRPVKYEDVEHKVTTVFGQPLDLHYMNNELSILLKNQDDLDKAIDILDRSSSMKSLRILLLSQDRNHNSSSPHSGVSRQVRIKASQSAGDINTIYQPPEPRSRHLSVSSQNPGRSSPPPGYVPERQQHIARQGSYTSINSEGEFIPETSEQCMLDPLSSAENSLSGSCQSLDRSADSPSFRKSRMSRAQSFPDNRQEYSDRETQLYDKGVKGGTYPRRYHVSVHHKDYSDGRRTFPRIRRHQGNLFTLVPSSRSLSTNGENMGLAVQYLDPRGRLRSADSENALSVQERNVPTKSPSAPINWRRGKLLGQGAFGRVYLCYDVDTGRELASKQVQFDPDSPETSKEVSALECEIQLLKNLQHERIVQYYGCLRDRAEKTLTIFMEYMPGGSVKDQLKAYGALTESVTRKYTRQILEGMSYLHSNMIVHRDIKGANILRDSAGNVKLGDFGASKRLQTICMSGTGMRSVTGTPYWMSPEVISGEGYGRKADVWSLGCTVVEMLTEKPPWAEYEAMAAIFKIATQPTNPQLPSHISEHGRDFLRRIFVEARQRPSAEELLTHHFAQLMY
V1R ag counter = counter-screen for oxytocin receptor agonists: human V1a receptor agonists | CHO-V1R cells, Fluo-8 calcium fluorescence, agonist mode; 0% DMSO, 100% 3 nM vasopressin | P37288 | activation, % at 3 µM | hit rate 0.25% among 320,000 | AID 2797;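 active = activation above the mean activation of all tested compounds plus 3 SD, per screening run, cut at about 20% in these data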;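 note: signal is peak over basal fluorescence ratio across a 100 second FLIPR read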
PHOSPHO1 block = blocks human PHOSPHO1 phosphatase activity; inhibition, % at 13.3 µM; recombinant PHOSPHO1, absorbance phosphatase assay; Q8TCT1; hit rate 1.1% among 290,000; in the data active = inhibition above about 60%
OXTR agonist = human OXTR agonism; hit rate 0.32% among 320,000; CHO-OTR cells, Fluo-8 calcium fluorescence; normalized: DMSO 0%, oxytocin 100%; activation, % at 3 µM;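 active = activation above the mean of all tested compounds plus 3 SD, cutoff set per screening run, cut at about 20% in these data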;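 note: peak over basal fluorescence ratio from a 100 s FLIPR kinetic read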
Target sequence (P30559 whole entry, looked up): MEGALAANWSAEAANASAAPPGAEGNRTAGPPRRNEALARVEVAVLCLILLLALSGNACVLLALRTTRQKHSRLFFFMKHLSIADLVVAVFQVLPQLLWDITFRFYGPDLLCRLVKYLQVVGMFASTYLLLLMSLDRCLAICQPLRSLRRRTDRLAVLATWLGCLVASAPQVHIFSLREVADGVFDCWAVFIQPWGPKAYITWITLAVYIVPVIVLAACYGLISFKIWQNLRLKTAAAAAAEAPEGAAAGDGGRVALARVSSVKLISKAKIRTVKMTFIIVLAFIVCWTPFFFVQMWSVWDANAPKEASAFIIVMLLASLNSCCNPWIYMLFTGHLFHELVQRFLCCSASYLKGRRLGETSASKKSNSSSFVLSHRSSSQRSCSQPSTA
GPR7 antagonist = blocks human GPR7 receptor signaling; hit rate 1.1% among 290,000; inhibition, % at 4.4 µM; AID 1861; GPR7-expressing cells, fluorescence antagonist assay; in the data active = inhibition above about 16%, passing the limit was not always enough;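 note: cells stimulated with the agonist NPW; 0% = agonist with vehicle and 100% = vehicle without agonist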
NALP1 inh = NALP1 inhibition. AID 2071. inhibition, % at 10 µM. S. cerevisiae NALP1/ASC/caspase-1 growth, X-gal OD620, 72 h. hit rate 0.61% among 280,000; in the data active = inhibition mostly above about 24%, no sharp cut-off; inactive = mostly below about 32%; note: some compounds called inactive have numbers as strong as hits
MEKK2mut PB1 HTS = signal of MEK5 binding to mutant human MEKK2 PB1 domain; bead flow cytometry, Alexa488-MEK5 binding to MEKK2 mutant; percent response, % at 10 µM; hit rate 0.35% among 290,000; in the data active = percent response above about 24%, passing the limit was not always enough; note: inactives centre near 1; some results filed as inactive read as strong as hits; reference of the scale not given here
GalR3 antag = antagonists of human GalR3. O60755. HEK293 GalR3-CNG cAMP membrane potential fluorescence; galR3 body fused to GalR1 C-terminus. inhibition, % at 3 µM. hit rate 0.44% among 360,000. AID 651719;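 active = inhibition above the screen-wide average plus 3 SD, cut at about 13% in these data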;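 note: forskolin and galanin both at EC90 stimulate the cells; cAMP rise reported by CNG channel membrane potential dye signal; 0% = forskolin plus galanin with DMSO and 100% = forskolin alone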
* hit, by the source's call; . = no result given.

The line under a structure holds: MEKK2 WT-MEK5 | MEKK3 PB1 HTS | V1R ag counter | PHOSPHO1 block | OXTR agonist | GPR7 antagonist | NALP1 inh | MEKK2mut PB1 HTS | GalR3 antag
O=S(=O)(c1ccc(Cl)c(S(=O)(=O)N2CCCC2)c1)N1CCCC1
→ 100 | 101 | -0.2 | -10 | 1.1 | 3 | 22 | 2 | -1
O=C(O)CSc1nnc(COc2ccc(Br)cc2)n1-c1ccccc1
→ 101 | 100 | 0.2 | -8 | -0.3 | -9 | 1 | 4 | -10
COc1ccc(OC)c2sc(N3CCN(c4ccccc4)CC3)nc12
→ 95 | 101 | -1.0 | . | -2.1 | -14 | . | -5 | 15*
O=C(NCc1ccco1)C1CC(c2cccc([N+](=O)[O-])c2)=NO1 (configuration not stated)
→ 99 | 100 | 0.6 | 16 | 1.3 | 0 | 9 | -5 | -5
Cc1noc(C)c1-c1nnc(-c2ccc(C(F)(F)F)cc2)o1
→ 96 | 106 | -0.1 | 39 | -3.9 | -8 | 7 | 7 | 3
Cc1cc(-c2ccccc2)n(-c2cc(N/N=C/c3ccccc3O)ncn2)n1
→ 118 | 107 | 1.1 | -17 | 1.2 | -2 | 15 | 4 | 1
COC(=O)NCc1cccc(CNC(=O)OC)c1
→ 99 | 97 | 0.5 | 26 | -1.2 | -9 | -8 | 5 | 1
COc1cc(C(=O)c2cocc2C(=O)c2ccc3c(c2)OCO3)cc(OC)c1OC
→ 100 | 94 | 0.9 | 32 | 0.9 | 17 | -39 | -18 | -7
COCCN1C=C(C(=O)OC)C(c2ccc(OC)c(OC)c2)C(C(=O)OC)=C1
→ 101 | 102 | -0.3 | 2 | 0.0 | -7 | 7 | 5 | -3
O=C(OC(C(=O)O)C(OC(=O)c1ccccc1)C(=O)NCc1ccccc1)c1ccccc1 (configuration not stated)
→ 98 | 96 | 0.2 | 0 | -0.4 | -6 | -1 | -1 | -2
CCC(NC(=O)NNC(=O)c1ccncc1)(C(F)(F)F)C(F)(F)F
→ 97 | 97 | 1.0 | 12 | 0.2 | -2 | -13 | -2 | -5
COC(=O)c1c(C(=O)OC)c(-c2ccc(F)cc2)n2c1CS(=O)C2 (configuration not stated)
→ 104 | 104 | 0.1 | 46 | -0.3 | -14 | 0 | 6 | -13
CCCc1cc(C(=O)NNC(=S)NC(C)c2ccccc2)cs1 (configuration not stated)
→ 93 | 90 | 1.3 | 83* | 2.7 | -2 | -30 | -7 | -8
CCc1nc2ccccc2n(CCOCCOCCn2c(=O)c(CC)nc3ccccc32)c1=O
→ 118 | 114 | -0.4 | -18 | -0.8 | 6 | -22 | 16 | 0
O=c1cc(CO)occ1OCc1ccccc1
→ 98 | 97 | 0.4 | 14 | 0.1 | 7 | 42 | -2 | -1
COc1ccc(-c2csc(NC(=O)CSc3ncn[nH]3)n2)cc1OC
→ 99 | 102 | 3.1 | 1 | 2.7 | -10 | 1 | 0 | -3
CCCNS(=O)(=O)c1ccc(CCC(=O)NCC2CCCO2)cc1 (configuration not stated)
→ 107 | 103 | 0.0 | 12 | 0.3 | -13 | 0 | 3 | -2
CN1CCN(c2nc3ccccn3c(=O)c2C=O)CC1
→ 109 | 108 | -0.1 | 30 | 1.0 | -9 | -2 | 3 | .
COc1ccc(OC)c(S(=O)(=O)N2CCC(C(=O)NCc3ccccn3)CC2)c1
→ 102 | 96 | 0.5 | 22 | 1.1 | 8 | 9 | 0 | -8
CSc1nccc(Nc2ccccc2)c1C#N
→ 106 | 105 | -0.5 | 0 | -2.7 | -12 | 16 | -10 | 0
O=C(CC(c1ccc(F)cc1)c1ccco1)N1CCOCC1 (configuration not stated)
→ . | . | 2.5 | -30 | -0.5 | -9 | . | . | -1
Cc1ccc(OC(=O)C23CC4CC(CC(C4)C2)C3)c(C)n1
→ 95 | 96 | 0.6 | -2 | -2.7 | -14 | 36 | -2 | -6
O=C(O)c1ccc2c(c1)OCCCO2
→ 94 | 98 | 0.5 | 4 | 0.2 | -15 | . | -12 | -5
O=C(Nc1cccc(OCC(=O)N2CCOCC2)c1)c1cccc([N+](=O)[O-])c1
→ 104 | 102 | 0.6 | 16 | 0.7 | 6 | -5 | 3 | -5
CCCCCCCCCOC1OC(CO)C(O)C(O)C1NC(C)=O (configuration not stated)
→ 112 | 110 | -0.3 | -4 | -0.3 | -12 | -19 | 3 | -3
COc1ccc(-c2cc(C(F)(F)F)n3ncc(C(=O)N4CCCCC4c4cccnc4)c3n2)cc1 (configuration not stated)
→ 103 | 107 | -0.9 | 20 | -0.5 | -9 | -1 | 0 | -4
Cc1c(C(=O)NN)[nH]c2ccc([N+](=O)[O-])cc12
→ 104 | 106 | 4.6 | 46 | 2.7 | -15 | 6 | 3 | -2
Cc1ccc(S(=O)(=O)N2CCN(C(=O)COc3ccc(C)nc3[N+](=O)[O-])CC2)c(C)c1
→ 102 | 103 | -0.8 | 16 | -1.0 | -9 | -6 | 4 | -7
O=C(NC1CCCC1)c1cc(S(=O)(=O)N2CCOCC2)c(Cl)cc1Cl
→ 101 | 98 | -0.9 | 8 | 0.3 | -5 | 10 | -2 | -5
COc1ccc(-c2cn3c(C)c(C(=O)N4CCN(c5ccccc5F)CC4)sc3n2)cc1
→ 98 | 104 | 1.0 | 20 | -0.3 | -9 | 1 | 2 | .
CCOc1ccccc1C1NC(=O)CCC1[N+](=O)[O-] (configuration not stated)
→ 101 | 103 | -0.7 | 26 | 0.5 | -2 | -3 | 3 | -9
CCN1CCN(c2cc(C)c3cc(NC(=S)NCCCN4CCc5ccccc5C4)ccc3n2)CC1
→ 177* | 117 | 0.3 | -13 | 0.4 | 2 | -5 | 21 | -8
CC(C)Cc1nnc(NC(=O)c2ccc([N+](=O)[O-])cc2)s1
→ 98 | 92 | 4.0 | 9 | 0.3 | -2 | 11 | -5 | -2
CCCNC(=O)c1ccc(N2CCC3(CC2)CC(c2ccccc2)=NO3)c(NC(=O)c2cccc(C)c2)c1
→ 91 | 99 | 1.1 | -7 | 0.8 | -15 | 17 | 0 | -2
CC(C)CN(CCNC(=O)CN1C(=O)COc2ccc(S(=O)(=O)N3CCC(C)CC3)cc21)CC(C)C
→ 107 | 102 | -0.2 | 21 | -0.3 | -11 | -5 | 4 | -1
COc1ccc(NC(=S)NCCN2CCC(C)CC2)cc1
→ 99 | 99 | 0.4 | 18 | -0.4 | 4 | -13 | 2 | -9
CCn1ccc(C(=O)Nc2ccccc2SC)n1
→ 99 | 93 | -0.3 | 28 | -0.9 | -17 | 22 | -5 | -4
O=C(C[n+]1ccccc1)N1CCCc2ccccc21
→ 99 | 96 | -1.1 | 51 | 0.4 | -1 | 11 | 1 | 6
Cc1cccc(Cc2c(C)[nH]c(=O)c(C#N)c2C)c1
→ 103 | 103 | 0.3 | -3 | 0.8 | -11 | 0 | 3 | -1
CCOC(=O)C1(Cc2cccc(OC)c2)CCCN(Cc2ccc(NC(C)=O)cc2)C1 (configuration not stated)
→ 103 | 101 | 0.1 | 23 | 0.5 | -11 | 19 | 3 | -3
O=C(CCNC(=O)c1ccco1)Nc1ccccc1OC(F)F
→ 95 | 96 | 0.4 | 36 | 1.2 | -12 | 3 | -2 | -7
Cc1ccc2cc(CN(CCN3CCOCC3)C(=O)NCc3ccccc3)c(=O)[nH]c2c1C
→ 111 | 105 | . | -36 | . | 1 | 24 | 5 | 3
O=C(COC(=O)c1cc(S(=O)(=O)N2CCOCC2)c(Cl)cc1Cl)Nc1ncc(C(F)(F)F)cc1Cl
→ 99 | 102 | 0.9 | 54 | 0.5 | -1 | 7 | 0 | -4
O=S(=O)(c1cccs1)N1CN(CC2CCCO2)c2nc3ccccc3nc21 (configuration not stated)
→ 99 | 98 | -0.2 | 19 | -1.8 | 8 | 1 | -1 | -2
O=C1CCC(C(=O)N2CCCC(Nc3ccc(F)cc3)C2)=NN1 (configuration not stated)
→ 101 | 101 | 0.0 | 36 | 0.1 | -13 | 9 | 6 | 1

Structures listed so far marked active in MEKK2 WT-MEK5.
| structure | MEKK2 WT-MEK5 | MEKK3 PB1 HTS | PHOSPHO1 block | GPR7 antagonist | NALP1 inh | MEKK2mut PB1 HTS | GalR3 antag |
| --- | --- | --- | --- | --- | --- | --- | --- |
| CCN1CCN(c2cc(C)c3cc(NC(=S)NCCCN4CCc5ccccc5C4)ccc3n2)CC1 | 177* | 117 | -13 | 2 | -5 | 21 | -8 |

Reprinted at random: two compounds from above.
The line under a structure holds: MEKK2 WT-MEK5 | MEKK3 PB1 HTS | V1R ag counter | PHOSPHO1 block | OXTR agonist | GPR7 antagonist | NALP1 inh | MEKK2mut PB1 HTS | GalR3 antag
COc1ccc(NC(=S)NCCN2CCC(C)CC2)cc1
→ 99 | 99 | 0.4 | 18 | -0.4 | 4 | -13 | 2 | -9
CCN1CCN(c2cc(C)c3cc(NC(=S)NCCCN4CCc5ccccc5C4)ccc3n2)CC1
→ 177* | 117 | 0.3 | -13 | 0.4 | 2 | -5 | 21 | -8

Next results
The line under a structure holds: MEKK2 WT-MEK5 | MEKK3 PB1 HTS | V1R ag counter | PHOSPHO1 block | OXTR agonist | GPR7 antagonist | NALP1 inh | MEKK2mut PB1 HTS | GalR3 antag
Cc1cccc2nc(CSc3nc4ccc([N+](=O)[O-])cc4[nH]3)c(Br)n12
→ 103 | 103 | 4.9 | -11 | 0.8 | 2 | 22 | 10 | -5
COCCN(Cc1ccccc1)P(=O)(O)c1ccccc1OCC(=O)O
→ 103 | 102 | -0.6 | -50 | 0.5 | -15 | 19 | 2 | -1
COc1ccc(CCC(=O)Nc2cc(Cl)ccc2N2CCN(C)CC2)cc1
→ 117 | 101 | 5.8 | 25 | 16 | 19 | 18 | 25* | -3
CNC(=O)c1c2c(nc3ccc(Br)cc13)CCCC2
→ 88 | 99 | -1.2 | 11 | -1.7 | -10 | -12 | -10 | -7
c1ccc(CCc2ccncc2)cc1
→ 101 | 100 | 0.1 | 29 | -1.4 | 3 | 4 | 2 | -6
CC(C)(CNC(=O)c1ccc(Cl)c(S(=O)(=O)N2CCc3ccccc3C2)c1)N1CCOCC1
→ 106 | 100 | 7.1 | 38 | 5.2 | 3 | 16 | 2 | 98*
CCn1c(CCCOc2ccc(Cl)cc2Cl)nnc1SCC(=O)Nc1cc(F)ccc1C
→ 96 | 96 | 4.6 | -9 | 3.4 | -9 | 26 | 2 | -4
COc1cc(Br)ccc1C1CC(=O)C(C)C(c2ccc(Br)cc2OC)N1 (configuration not stated)
→ 102 | 102 | 0.7 | 18 | -0.9 | -13 | 15 | 5 | -5
O=C(O)c1nc2ccccc2nc1C(=O)O
→ 87 | 92 | 0.6 | 16 | 0.2 | -6 | -9 | -7 | -3
COc1cccc(NC2=NCC(=O)N2Cc2cccs2)c1
→ . | . | 0.4 | 2 | -1.2 | -6 | 22 | . | -2
Clc1ccc(CSc2nnc(-c3ccncc3)o2)cc1
→ 94 | 90 | 0.1 | 14 | -0.9 | -7 | 4 | -3 | 0
Cc1cc2cc(CNC(=O)CCC(=O)O)ccc2n1C
→ 76 | 67 | 1.3 | -2 | 0.0 | 0 | 5 | -12 | -3
CCOc1ccc(CN2CCN(c3ncnc4scc(-c5ccccc5)c34)CC2)cc1
→ 115 | 107 | . | 14 | . | -10 | 5 | 6 | -1
COc1ccc(-n2ncc3c(=O)n(CC(=O)OCc4ccccc4)cnc32)cc1
→ 107 | 114 | -0.2 | -10 | 0.2 | 4 | 38 | 9 | -6
FC(F)(F)c1cnc(N2CCN(C(=S)NCc3ccccc3)CC2)c(Cl)c1
→ 88 | 92 | 0.6 | 30 | -2.1 | -12 | 14 | -23 | -3
CCOC(=O)C1CCN(c2ncnc3c2oc2ccc(Cl)cc23)CC1
→ 110 | 107 | 6.0 | -12 | 7.3 | -7 | 14 | 13 | 0
CCCCN1C=C(C(=O)OC)C(c2ccccc2Cl)C(C(=O)OC)=C1
→ 105 | 120 | -1.7 | 15 | -2.5 | -14 | -2 | -5 | -4

Compound activity: PubChem, several laboratories
